GPR151 ag: human GPR151 activation; Q8TDV0; PathHunter beta-arrestin GPR151 cells, luminescence; activation, % at 11.2 µM; 1% of 650,000 active; in the data active = activation above about 4.9%;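 note: 0% = median of compound wells and 100% = cells with positive control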
Target sequence (Q8TDV0 whole entry, looked up): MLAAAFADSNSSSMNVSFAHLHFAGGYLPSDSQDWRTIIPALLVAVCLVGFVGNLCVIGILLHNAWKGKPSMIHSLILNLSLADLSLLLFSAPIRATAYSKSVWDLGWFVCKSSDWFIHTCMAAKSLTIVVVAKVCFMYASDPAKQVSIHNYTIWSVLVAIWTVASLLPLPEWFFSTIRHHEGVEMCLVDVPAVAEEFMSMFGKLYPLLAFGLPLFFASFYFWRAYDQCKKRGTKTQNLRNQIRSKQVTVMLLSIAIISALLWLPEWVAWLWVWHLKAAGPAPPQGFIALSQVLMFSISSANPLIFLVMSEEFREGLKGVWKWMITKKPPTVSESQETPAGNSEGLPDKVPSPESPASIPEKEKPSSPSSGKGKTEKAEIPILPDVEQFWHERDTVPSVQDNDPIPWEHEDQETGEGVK
MITF inh: blocks human microphthalmia-associated transcription factor; O75030; AlphaScreen MITF homodimerization, bead proximity signal; inhibition, % at 2.6 µM; 0.91% of 650,000 active; AID 1259374; in the data active = inhibition above about 50%;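 note: 0% = vehicle wells with protein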
Target sequence (O75030 whole entry, looked up): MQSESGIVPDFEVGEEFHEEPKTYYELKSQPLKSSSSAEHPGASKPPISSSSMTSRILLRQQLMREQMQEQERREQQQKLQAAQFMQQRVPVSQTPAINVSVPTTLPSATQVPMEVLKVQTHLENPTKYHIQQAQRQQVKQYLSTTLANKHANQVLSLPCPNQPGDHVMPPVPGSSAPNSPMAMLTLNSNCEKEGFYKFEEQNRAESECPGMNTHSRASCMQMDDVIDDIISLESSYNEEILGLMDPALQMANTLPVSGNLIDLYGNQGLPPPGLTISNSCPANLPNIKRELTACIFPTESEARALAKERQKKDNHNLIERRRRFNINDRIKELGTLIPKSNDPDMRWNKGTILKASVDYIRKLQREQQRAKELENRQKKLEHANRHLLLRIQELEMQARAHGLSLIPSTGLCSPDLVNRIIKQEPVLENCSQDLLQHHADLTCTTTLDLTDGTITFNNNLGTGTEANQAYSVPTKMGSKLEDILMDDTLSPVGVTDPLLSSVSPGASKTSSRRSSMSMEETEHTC
FBW7 act: human FBW7 E3 ligase activation, primary screen | AID 1259310 | normalized activity (activation), % at 26.1 µM | Q969H0 | 0.13% of 650,000 active | AlphaScreen FBW7–phospho-cyclin E peptide binding, activator screen; in the data active = normalized activity above about 1.9%;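 note: purified mutant Fbw7 with reduced substrate affinity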
TEAD-YAP block: TEAD-YAP interaction inhibition; HEK-TIYL cells, TEAD-Gal4/YAP UAS-luciferase luminescence; 1.4% of 640,000 active; inhibition, % at 9.12 µM; AID 1259422; in the data active = inhibition above about 32%;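 note: 0% = median of test compound wells and 100% = reference inhibitor wells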
* hit, by the source's call.

Value order – GPR151 ag	MITF inh	FBW7 act	TEAD-YAP block
> COc1ccc(-n2nc(C(=O)NCC(=O)Nc3ccc4c(c3)OCCO4)c3ccccc3c2=O)cc1
  -1.3	7	0.0	-6
> Cc1cc(C)nc(SCC(CSc2nc(C)cc(C)n2)C(=O)O)n1
  -1.2	-19	-0.1	-3
> O=C(NC1CCCCCC1)C1CCC(Cn2c(=O)[nH]c3ccsc3c2=O)CC1 (configuration not stated)
  0.0	23	0.1	-1
> Nc1nnc(SCC(=O)N2CCOCC2)s1
  0.8	1	0.0	-7
> O=C(CSc1nnc(NC(=O)C2CC2)s1)NC1CCCC1
  0.2	-3	-0.1	-3
> O=C(NCc1ccccc1Cl)C1CCC(Cn2c(SCc3ccccc3F)nc3ccccc3c2=O)CC1 (configuration not stated)
  -0.1	7	-0.1	4
> CN(CCCNC(=O)CSc1ccccc1)CCCNC(=O)CSc1ccccc1
  -0.7	-8	-0.1	2
> O=C(c1cnc(N2CCN(c3ccccn3)CC2)c2ccccc12)N1CCCC1
  -0.3	-8	-0.1	12
> O=C(Nc1cc(Cl)cc(Cl)c1)c1ccc(F)c(S(=O)(=O)N2CCC3(CC2)OCCO3)c1
  -0.2	-1	0.4	-3
> COc1ccc(CNc2cc([N+](=O)[O-])ccc2OC)cc1
  0.5	8	-0.1	1
> CC(C)(C)c1ccc(Cn2c(=N)n(CCOc3ccccc3)c3ccccc32)cc1
  1.6	-11	-0.1	-13
> CCOC(=O)C(C)Oc1cc2oc(=O)c(CC(=O)OC)c(C)c2cc1Cl (configuration not stated)
  -0.4	10	0.0	2
> O=C(O)c1ccc(CNCc2ccccc2F)s1
  1.4	3	0.0	0
> Cc1cc(C(=O)N2CCCC2c2nc(-c3ccncc3)n[nH]2)c(C)[nH]1 (configuration not stated)
  -0.4	3	0.2	2
> O=C(CS(=O)(=O)c1c[nH]c2ccccc12)N1CCCCCC1
  -1.5	15	0.2	-2
> c1cncc(CN2CCc3nc(-c4ccncc4)nc(N4CCOCC4)c3C2)c1
  1.3	0	-0.1	-8
> CC(=C/c1ccccc1)/C=N/NC(=O)c1nnn(-c2nonc2N)c1CN1CCC(C)CC1
  0.0	5	0.1	3
> CN(C)S(=O)(=O)c1cccc(NC(=S)NC(C)(C)CC(C)(C)C)c1
  0.4	-16	-0.2	3
> COc1ccc(N2CC(NC(=O)N3CCN(c4ccc(F)cc4)CC3)CC2=O)cc1OC (configuration not stated)
  -2.2	-8	-0.1	-1
> CCOc1ccc(OCC)c(C2C3CCCCC=C3C(C#N)=C(N)C2(C#N)C#N)c1 (configuration not stated)
  1.7	1	-0.1	21
> C/C(=N/NC(=O)c1ccc(O)cc1)c1ccccc1Cl
  -1.0	-7	0.1	-9
> Cc1ccc(S(=O)(=O)NCCC(=O)NNc2c(F)c(F)cc(F)c2F)cc1
  -0.9	6	0.0	-1
> CCCCn1c(=NC(=O)c2ccc(F)cc2)c(C(=O)OCC)cc2c(=O)n3ccccc3nc21
  -1.6	6	0.9	-7
> CC(=O)Nc1ccccc1C(=O)C(=O)NC1CCCC(C)C1C (configuration not stated)
  -0.5	0	-0.2	-10
> COc1ccc(NC2=NCCC(=O)N2Cc2cccs2)cc1
  1.8	7	-0.1	5
> CN(C)CCCN1C(=O)C(=O)/C(=C(\O)c2ccc(Br)cc2)C1c1ccc(F)cc1 (configuration not stated)
  -2.3	10	0.2	10
> N#CCCN(C(=O)CCl)c1ccccc1
  1.9	-4	-0.2	65*
> O=C(O)c1ccccc1NS(=O)(=O)c1ccc(O)c([N+](=O)[O-])c1
  1.9	-8	-0.1	4
> O=C(CNC(=O)c1ccccc1F)N/N=C/c1ccc(O)c([N+](=O)[O-])c1
  -1.0	-9	0.1	0
> CC12c3ccccc3C(c3ccccc31)C1C(=O)NNC(=O)C12 (configuration not stated)
  -1.4	11	0.6	0

Entries of single compounds, looked up by structure.
Record of O=C(CS(=O)(=O)c1c[nH]c2ccccc12)N1CCCCCC1 → GPR151 ag = -1.5; MITF inh = 15; FBW7 act = 0.2; TEAD-YAP block = -2
Record of O=C(CSc1nnc(NC(=O)C2CC2)s1)NC1CCCC1 → GPR151 ag = 0.2; MITF inh = -3; FBW7 act = -0.1; TEAD-YAP block = -3

Additional structures:
Value order – GPR151 ag	MITF inh	FBW7 act	TEAD-YAP block
> COc1cc(C2C(C(=O)O)c3ccccc3C(=O)N2C)cc(Br)c1O (configuration not stated)
  -0.5	1	0.2	-8
> Cc1ccc(S(=O)(=O)Nc2ccc(O)cc2)cc1
  0.9	-14	0.1	-3
> CCc1nnc2sc(-c3ccc(C)c(NC(=O)c4ccc(C#N)cc4F)c3)nn12
  -2.3	2	0.1	8
> CC(NC(=O)c1ccc(S(=O)(=O)N2CCCC2)cc1)C12CC3CC(CC(C3)C1)C2 (configuration not stated)
  -0.2	10	0.8	-3
> Cc1cc(-c2csc(-c3cccs3)n2)c(C)n1C
  0.1	-3	0.0	-7
> COc1ccc(C2C(C(=O)OCCOc3ccccc3)=C(C)NC3=C2C(=O)CC(C)(C)C3)cc1 (configuration not stated)
  -0.8	14	0.3	8
> O=c1c2cc3ccccc3cc2[nH]c(=S)n1CCc1ccccc1Cl
  -1.9	21	0.3	-10
> COc1ccc(CN2CCc3nc(C)[nH]c(=O)c3C2)cc1OC
  -0.6	1	0.1	0
> CN1C(=S)SC(N2OC3C(=O)N(c4ccccc4)C(=O)C3C2c2ccc(Cl)cc2)C1(C)C (configuration not stated)
  -0.2	16	0.0	12
> CC(=O)c1cccc(-c2cnc3ccc(N[C@H](CO)C(C)C)nn23)c1
  1.2	20	0.3	24
> c1coc(C2Nc3ccccc3C3OCCC23)c1 (configuration not stated)
  -1.2	1	-0.1	-4
> O=C(NC1CCN(Cc2ccccc2)CC1)c1ccnc(-c2csc3ccccc23)c1
  0.5	20	0.3	-1
> COC(=O)C1CC(=O)N(C)C12CCN(C/C=C/c1ccc(O)c(OC)c1)CC2 (configuration not stated)
  -1.2	8	-0.1	7
> Cc1ccc(C(C)NC(=O)c2cc(C)oc2C)cc1 (configuration not stated)
  1.4	-5	-0.2	2
> Cc1cccc(-c2nc(NCCN3CCOCC3)c3ccccc3n2)c1
  -0.2	9	0.6	5
> CCOC(=O)C1=C(C)N=c2s/c(=C/c3ccccc3OC)c(=O)n2C1c1ccc(OC)c(OCC)c1 (configuration not stated)
  -1.2	10	0.1	11
> N/C(=N\OC(=O)c1ccc(Cl)c([N+](=O)[O-])c1)c1ccccc1Cl
  0.8	-5	-0.1	9
> O=C1CC/C(=N\Nc2nc3ccccc3s2)C1
  -2.0	5	-0.1	5
> COC(=O)C1=C(C)N(C)C(C)=C(C(=O)OC)C1c1ccc(C)c([N+](=O)[O-])c1
  -0.9	2	-0.4	-8
> CC1(C)Cc2c(sc(/N=C/N3CCCCC3)c2C#N)C(C)(C)N1
  -0.7	-1	-0.3	-12
> CCCCOc1ccc(C(=O)NCc2ccc3c(c2)OCO3)cc1
  -0.1	-4	0.0	1
> CC(=O)NS(=O)(=O)c1ccc(NC(=O)COc2ccc(Br)c(C)c2)cc1
  0.2	-4	-0.2	-10
> Cc1cccc(NC(=O)CSc2nnc(-c3ccc(Cl)cc3)n2-n2cccc2)c1C
  -0.9	12	0.4	19
> COCCCNS(=O)(=O)c1ccc(OC)c(Br)c1
  -0.3	2	0.0	0
> COc1ccccc1C1C=C(c2ccc(Cl)cc2Cl)Nc2nnnn21 (configuration not stated)
  1.6	-8	-0.2	-9
> Cc1ccc(-c2nc(C=Nc3cccnc3Cl)c(O)o2)cc1
  -0.4	3	-0.1	0
> COc1cccc(C(=O)Oc2ccc(F)cc2)c1
  0.8	-15	0.0	-3
> Cc1csc(NC(=O)CCCN2C(=O)/C(=C\c3cccs3)SC2=S)n1
  1.6	2	0.0	3
> COc1ccc(C2=NN3C(C2)c2cc(Br)ccc2OC3c2ccc(OC)c(OC)c2)cc1OC (configuration not stated)
  0.6	-2	-0.1	-26
> O=C(C1CC12CCN(C1CCSCC1)CC2)N1CCN(Cc2cccs2)CC1 (configuration not stated)
  0.2	8	-0.1	0

By substructure, those above with a COOH group (4)
Value order – GPR151 ag	MITF inh	FBW7 act	TEAD-YAP block
> Cc1cc(C)nc(SCC(CSc2nc(C)cc(C)n2)C(=O)O)n1
  -1.2	-19	-0.1	-3
> O=C(O)c1ccc(CNCc2ccccc2F)s1
  1.4	3	0.0	0
> O=C(O)c1ccccc1NS(=O)(=O)c1ccc(O)c([N+](=O)[O-])c1
  1.9	-8	-0.1	4
> COc1cc(C2C(C(=O)O)c3ccccc3C(=O)N2C)cc(Br)c1O (configuration not stated)
  -0.5	1	0.2	-8

Further compounds follow.
Value order – GPR151 ag	MITF inh	FBW7 act	TEAD-YAP block
> CC(=O)Nc1cc(CNCc2cc(Cl)ccc2O)cc(C(=O)N2C[C@@H](C)O[C@@H](C)C2)c1
  -0.6	-1	0.0	3
> COc1ccc(-c2cc(C(F)(F)F)n3nc(C(=O)OC(C)C)cc3n2)cc1
  0.5	-7	0.7	-4
> CN1CCN(C(=O)c2cn(C)c(=O)c3c2c2ccccc2n3C)CC1
  -0.4	8	0.0	6
> COc1cc(C(=O)Oc2cccc3cccnc23)cc(OC)c1OC
  0.9	2	-0.4	-10
> CCOc1ccc(-n2cc(-c3ccccc3)c3c(Nc4ccc(F)cc4)ncnc32)cc1
  0.5	6	-0.2	9
> Nc1cc(=O)[nH]c(SCC(=O)Nc2ccc(C(F)(F)F)cc2[N+](=O)[O-])n1
  -0.2	1	0.1	5
> Fc1ccc(Nc2nc3c(F)cccc3s2)cc1
  -0.4	18	-0.1	-29
> O=C(Nc1nc(C23CC4CC(CC(C4)C2)C3)cs1)c1c(O)c2cccc3c2n(c1=O)CCC3
  -1.6	-3	0.0	-10
> COc1cc(C(c2c(C)[nH]c3ccccc23)c2c(C)[nH]c3ccccc23)cc(OC)c1O
  -1.0	5	-0.3	22
> CCOc1ccc(NC(=O)C(=O)NCCCN2CCOCC2)cc1
  0.4	2	-0.1	0
> O=C(O)CCN1C(=O)SC(CC(=O)Nc2nccs2)C1=O (configuration not stated)
  -1.1	16	-0.1	6
> O=C(Cc1cccs1)Nc1nnc(SCC(=O)Nc2nc3ccccc3s2)s1
  2.0	1	-0.1	1
> CC(C)C(NC1CCCCC1C)C(=O)NC(N)=O (configuration not stated)
  1.7	-12	0.5	1
> Cc1sc(-c2cccnc2)nc1-c1ccc2c(c1)CCN2C(=O)C1CC1
  0.7	-2	0.2	-2
> COc1cccc(CCNC(=O)c2nnc(-c3ccccc3)o2)c1
  0.1	4	0.0	-17
> CC(=O)N(CC12CC3CC(CC(C3)C1)C2)C1CC(=O)N(c2cccc(Cl)c2)C1=O (configuration not stated)
  1.0	-1	-0.1	-9
> O=C(/C=C/c1cccc([N+](=O)[O-])c1)NC(=S)Nc1ccc(Br)cn1
  -0.5	0	-0.1	-1
> COc1ccc(C)cc1NC(=O)c1cc(S(=O)(=O)N(C)C2CCCCC2)ccc1F
  0.1	14	0.6	7
> COc1ccc(-c2nc3ccc(C(=O)NCc4ccc(F)cc4)cc3nc2-c2ccc(OC)c(OC)c2)cc1OC
  -0.3	-1	0.4	14
> COc1ccc(CNC(=O)CSc2nnc(-c3ccc(NC(C)=O)cc3)n2C)cc1
  -1.7	0	-0.3	4
> O=C(Nc1ccc(-c2nc3ccccc3o2)cc1)c1ccc(NC(=O)c2ccc(Cl)cc2Cl)cc1
  1.4	17	1.3	-1
> O=C(c1ccc(Br)cc1)N(Cc1ccco1)C1CCS(=O)(=O)C1 (configuration not stated)
  0.1	-1	-0.1	-5
> Cc1ccc(-c2nnc(Nc3ccccc3)c3ccccc23)cc1S(=O)(=O)N1CCN(C)CC1
  -0.4	6	0.0	21
> CCOC(=O)C1=C(Nc2ccccc2)CC(C)(O)C(C(=O)OCC)C1c1ccccc1 (configuration not stated)
  -1.2	-11	0.1	-1
> O=C1C=Cc2ccccc2/C1=C/c1c(O)n(-c2ccc(Cl)cc2)[nH]c1=O
  0.6	18	0.1	9
> O=C(Nc1ccc2cnccc2c1)c1ccc(OCC(O)c2ccc(Br)cc2)cc1 (configuration not stated)
  1.0	49	-0.1	-5
> CC1(C)Cc2c(c(N3CCOCC3)nc3sc(C(=O)NN)cc23)CO1
  -0.9	7	0.0	-22
> CCc1nn(CC(=O)NCc2ccccc2OC)c(=O)c2cc3oc(C)cc3n12
  -0.9	-11	0.4	-2
> Cc1ccc([N+](=O)[O-])cc1S(=O)(=O)Nc1ccc(O)c(Sc2ncn[nH]2)c1
  -1.0	0	-0.1	-19
> COc1ccc(N2CC(O)=C(c3nc4ccccc4[nH]3)C2=N)cc1Cl
  6.0*	0	-0.1	-18

Random excerpt: two entries already listed.
Value order – GPR151 ag	MITF inh	FBW7 act	TEAD-YAP block
> CCOc1ccc(-n2cc(-c3ccccc3)c3c(Nc4ccc(F)cc4)ncnc32)cc1
  0.5	6	-0.2	9
> O=C(c1ccc(Br)cc1)N(Cc1ccco1)C1CCS(=O)(=O)C1 (configuration not stated)
  0.1	-1	-0.1	-5

Screening data as filed in PubChem.
